High-throughput results: PubChem, The Scripps Research Institute Molecular Screening Center
LYPLA1 counter = blocks human lysophospholipase 1, a PME1 counter-screen; O75608; recombinant LYPLA1, FP-Rh probe fluorescence polarization; inhibition, % at 5.9 µM; hit rate 0.16% among 320,000; AID 2174;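 active = inhibition above the mean of all tested compounds plus 3 SD, set per campaign, cut at about 14% in these data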;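 note: inhibitors block serine hydrolase probe labeling of LYPLA1 so polarization falls; 0% = enzyme with DMSO and 100% = wells lacking LYPLA1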
LYPLA2 inh = blocks human lysophospholipase 2, a PME1 counter-screen; O95372; recombinant LYPLA2, FP-Rh probe fluorescence polarization; inhibition, % at 5.9 µM; hit rate 0.38% among 320,000;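 active = inhibition above the screen-wide mean plus 3 SD, limit set per campaign, cut at about 26% in these data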;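 note: 0% = LYPLA2 with DMSO and 100% = wells lacking LYPLA2 enzyme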
Target sequence (O95372 whole entry, looked up): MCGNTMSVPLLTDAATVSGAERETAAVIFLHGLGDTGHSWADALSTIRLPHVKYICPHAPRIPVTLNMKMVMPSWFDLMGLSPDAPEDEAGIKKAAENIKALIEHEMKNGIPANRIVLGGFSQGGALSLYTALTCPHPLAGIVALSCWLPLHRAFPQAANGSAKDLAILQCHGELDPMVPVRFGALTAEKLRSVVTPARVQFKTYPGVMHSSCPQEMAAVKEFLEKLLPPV
PAFAH2 inh = inhibitors of human PAFAH2; Q99487; recombinant PAFAH2, FP-rhodamine activity probe, fluorescence polarization; inhibition, % at 3.39 µM; hit rate 0.99% among 340,000; AID 492956;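 active = inhibition above the mean over all tested compounds plus 3 SD, cut at about 30% in these data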;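 note: inhibitors block probe labeling of enzyme so polarization drops; 0% = enzyme with DMSO and 100% = wells lacking PAFAH2 protein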
GSTO1 counter = blocks human GSTO1 in RBBP9 counter-screen; recombinant GSTO1, activity-based probe fluorescence polarization; hit rate 1.1% among 300,000; inhibition, % at 5.96 µM; P78417; AID 1974;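 active = inhibition above the campaign mean inhibition plus 3 SD, cut at about 35% in these data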;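 note: 0% = GSTO1-1 with DMSO and 100% = wells lacking GSTO1-1 enzyme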
PAFAH1B3 inh = blocks human PAF acetylhydrolase 1B catalytic subunit 3. Q15102. inhibition, % at 3.39 µM. hit rate 0.28% among 340,000. recombinant PAFAH1B3, FP-rhodamine probe, fluorescence polarization;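 active = inhibition above the screen-wide average of all tested compounds plus 3 SD, cut at about 25% in these data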;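 note: 0% = enzyme with DMSO only and 100% = wells lacking PAFAH1B3 protein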
Target sequence (Q15102 whole entry, looked up): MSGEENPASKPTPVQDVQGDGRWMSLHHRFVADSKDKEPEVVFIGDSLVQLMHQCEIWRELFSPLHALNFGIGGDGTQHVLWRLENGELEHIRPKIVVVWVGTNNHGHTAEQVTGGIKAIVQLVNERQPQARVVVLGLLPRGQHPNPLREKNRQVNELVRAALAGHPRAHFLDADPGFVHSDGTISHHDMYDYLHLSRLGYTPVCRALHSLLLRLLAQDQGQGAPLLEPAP
PAD4 inh = PAD4 (human) enzyme inhibition; Q9UM07; recombinant PAD4, RCA probe fluorescence polarization; inhibition, % at 6.36 µM; hit rate 0.41% among 330,000;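 active = percent inhibition above a cutoff equal to the mean of all tested compounds plus 3 SD, cut at about 15% in these data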;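 note: 0% = PAD4 with RCA probe and DMSO and 100% = probe without PAD4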
PME-1 primary = PME-1 (human) inhibition; hit rate 0.53% among 320,000; recombinant PME-1, FP-Rh probe fluorescence polarization; inhibition, % at 5.9 µM; AID 2130;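 active = inhibition above the campaign mean of all compounds plus 3 SD, cut at about 26% in these data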;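 note: competitive labeling of PME-1 active site by serine hydrolase directed probe; 0% = PME-1 with DMSO and 100% = wells lacking PME-1 enzyme; inhibitors block probe labeling so polarization falls and inhibition rises; many of its hits are not listed in these tables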
Target sequence (Q9Y570 whole entry, looked up): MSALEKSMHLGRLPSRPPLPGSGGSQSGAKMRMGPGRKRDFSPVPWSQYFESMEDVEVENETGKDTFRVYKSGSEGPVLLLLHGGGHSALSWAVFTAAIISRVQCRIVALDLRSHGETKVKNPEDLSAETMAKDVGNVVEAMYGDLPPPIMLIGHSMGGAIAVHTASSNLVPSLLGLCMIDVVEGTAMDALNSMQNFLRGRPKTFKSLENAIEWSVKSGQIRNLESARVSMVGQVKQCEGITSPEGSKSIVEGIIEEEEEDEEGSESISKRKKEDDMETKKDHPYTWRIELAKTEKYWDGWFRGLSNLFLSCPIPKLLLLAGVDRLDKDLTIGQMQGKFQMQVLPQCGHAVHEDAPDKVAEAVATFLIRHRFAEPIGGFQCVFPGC
pPAFAH inh = pPAFAH (human) enzyme inhibition | Q13093 | AID 463082 | recombinant pPAFAH, FP-rhodamine probe fluorescence polarization | inhibition, % at 3.39 µM | hit rate 1.5% among 330,000;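 active = inhibition above the mean inhibition across the screen plus 3 SD, cut at about 25% in these data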;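 note: inhibitors block binding of the rhodamine activity-based probe so polarization drops; 0% = enzyme with DMSO and 100% = wells lacking pPAFAH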
PAFAH1B2 inh = inhibitors of human PAFAH1B2; hit rate 1.2% among 340,000; recombinant PAFAH1B2, FP-rhodamine activity probe, fluorescence polarization; inhibition, % at 3.39 µM; AID 492953;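 active = inhibition above the mean of all tested compounds plus 3 SD, cut at about 24% in these data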;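 note: 0% = enzyme with DMSO and 100% = wells lacking PAFAH1B2; many of its hits are not listed in these tables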
Active calls of the source: *; . = no result given. These rows are one share of the data; count on the stated rates, not on these rows.

SMILES | LYPLA1 counter | LYPLA2 inh | PAFAH2 inh | GSTO1 counter | PAFAH1B3 inh | PAD4 inh | PME-1 primary | pPAFAH inh | PAFAH1B2 inh
COc1ccccc1OCc1cc(C(=O)NCc2ccc(N3CCCC3=O)cc2)no1 | -1.9 | -2.3 | -1.6 | 0.6 | -1.4 | -2.9 | -1.9 | 2.6 | -0.5
Cc1ccc2nsnc2c1N | 3.2 | 4.8 | 4.9 | 15.4 | 2.9 | -14.0 | 0.9 | 5.7 | -2.6
COc1ccccc1NC(=O)CCCCCN1C(=O)c2cccc3cccc(c23)C1=O | -4.6 | 0.2 | -5.1 | -3.8 | 3.4 | -0.4 | 3.9 | -1.1 | 5.5
CC(Oc1ccc(Cl)cc1Cl)C(=O)NCCCn1ccnc1 (configuration not stated) | -0.3 | -4.2 | -0.6 | -3.0 | 0.4 | 3.9 | 3.4 | 3.6 | -1.8
CCOC(=O)c1c(CN2CCOCC2)n(-c2ccccc2)c2ccc(O)cc12 | 0.9 | 1.8 | -1.4 | 5.2 | 5.6 | -3.0 | 4.3 | -0.5 | 3.1
O=C(COC(=O)C1CC(=O)N(c2ccc3c(c2)OCCO3)C1)NC1CCCc2ccccc21 (configuration not stated) | 3.8 | 1.2 | -1.9 | 15.1 | 6.7 | -3.1 | -2.0 | 7.6 | 0.0
NNC(=O)COc1ccc(-c2nccc(-c3ccc(F)cc3)n2)cc1 | -8.2 | -6.9 | -4.7 | -8.9 | -6.8 | -1.4 | -13.7 | -1.4 | -2.4
O=C1CCC(=O)N1CNc1ccccn1 | -2.1 | 4.8 | 0.7 | 3.2 | 6.1 | 4.7 | 0.1 | 2.3 | -4.0
O=C(COC(=O)CN1C(=O)NC2(CCCC2)C1=O)Nc1ccccc1C(F)(F)F | 3.7 | 7.3 | -1.7 | 9.5 | 4.9 | -1.3 | 0.2 | 4.5 | -2.8
Cc1cc(N2CCCC2)ccc1/C=C1\NC(=S)N(C)C1=O | -17.4 | -33.3 | -44.0 | 0.7 | -5.0 | -5.5 | -46.6 | 13.2 | -2.5
N=c1c2c(-c3ccccc3)c(-c3ccccc3)n(Cc3ccco3)c2ncn1CCCN1CCOCC1 | 0.6 | 0.9 | 0.6 | 9.4 | 3.6 | 3.2 | 3.3 | 3.0 | 1.7
CCOC(=O)c1cnc2cc(-c3ccc(Cl)cc3)nn2c1N | -2.1 | 4.0 | -1.4 | 3.0 | 8.8 | 9.3 | -8.0 | -4.5 | 2.9
Cc1c(NC(=O)c2cnn3c2NC(c2ccco2)CC3C(F)(F)F)c(=O)n(-c2ccccc2)n1C (configuration not stated) | -2.4 | -6.2 | -10.4 | -3.0 | -4.7 | -7.7 | -5.7 | -4.2 | 3.3
O=[n+]1c2c(n([O-])c3c1CCCC3)CCCC2 | -2.6 | -4.2 | -9.0 | 0.2 | 2.9 | -0.7 | -3.2 | 2.1 | -3.0
CN1CCN(S(=O)(=O)c2ccc(Oc3ccc(F)cc3Br)nc2)CC1 | 3.7 | 9.4 | -3.6 | 7.3 | 2.2 | -2.1 | -4.7 | -4.0 | 7.9
Cc1cc(C)nc(N/N=C/c2cc(C)n(CC(F)(F)F)c2C)n1 | 7.3 | -1.8 | 1.4 | 1.6 | 3.3 | 0.1 | -5.0 | 9.2 | 9.8
O=C(Oc1ccc(-c2cnc3ccccc3n2)cc1)c1ccco1 | 0.9 | 0.1 | -1.1 | 1.4 | 5.9 | 36.2* | -4.0 | 2.6 | 5.1
O=C(CSc1cn(CC(=O)N2CCOCC2)c2ccccc12)N1CCOCC1 | 0.1 | 6.3 | 6.9 | 6.2 | 5.5 | -0.2 | -2.7 | 0.8 | 4.9
CC(C)C(=O)c1ccc(O)c(O)c1 | 1.0 | 3.1 | 1.3 | 9.2 | 3.6 | 2.0 | 0.6 | 6.2 | 0.6
O=C(Cn1cc(C(=O)C(F)(F)F)c2ccccc21)N1CCOCC1 | -3.0 | 0.1 | 0.6 | -0.4 | 3.2 | -1.9 | 3.2 | -1.4 | 1.6
O=[N+]([O-])c1ccc(Cl)c(/C=N/N2CCN(c3ccccc3)CC2)c1 | 0.0 | 2.1 | 5.0 | -4.7 | 4.7 | -1.2 | 3.8 | 6.4 | 2.1
CN(C)S(=O)(=O)c1cccc(COC(=O)CCNC(=O)c2ccc([N+](=O)[O-])cc2)c1 | -1.1 | 7.5 | -0.6 | . | 6.8 | 0.0 | 1.7 | 8.2 | -0.8
O=C(COC(=O)C1CC(=O)N(Cc2ccco2)C1)c1ccc(OC(=O)c2ccco2)cc1 (configuration not stated) | 3.3 | -0.4 | -0.3 | 8.4 | -4.8 | 1.9 | -4.2 | 8.1 | 2.4
N#CCCn1c(SCC(=O)NCCc2ccc(F)cc2)nc2ccccc21 | -2.0 | -2.8 | -2.0 | 4.9 | 3.3 | -4.5 | 5.4 | 2.1 | -1.1
CCCCCCn1c(CN2CCCCC2CC)nc2c1c(=O)n(C)c(=O)n2C (configuration not stated) | -0.6 | 0.6 | -3.5 | -5.5 | -4.5 | -1.5 | -3.0 | -2.1 | 1.5
O=C(NCCNC(=O)c1ccccc1F)c1ccccn1 | -1.0 | -3.1 | 0.6 | 1.0 | 7.1 | -7.7 | -3.9 | 0.4 | 2.2
COc1cccc(CN(CC2CCCO2)S(=O)(=O)c2ccc(-n3cnnn3)c(OC)c2)c1 (configuration not stated) | 0.1 | -3.1 | 2.8 | 1.5 | -0.2 | -3.1 | 0.4 | 2.8 | 4.5
COc1cccc(-n2c(=S)sc3c(=O)n(-c4ccccc4C)c(SCC(=O)O)nc32)c1 | -1.6 | -5.2 | 1.5 | -8.7 | 8.0 | -3.3 | 16.1 | 2.5 | 1.4
CN1CCN(C(=O)C2CC(=O)N(c3ccc(Cl)cc3)C2)CC1 (configuration not stated) | 2.0 | 1.3 | -8.8 | 0.6 | 3.4 | 2.1 | 2.9 | 2.7 | 0.4
Cc1nc2ccccn2c1-c1csc(NCc2ccco2)n1 | 0.7 | 4.6 | 4.5 | -2.2 | 2.1 | -8.1 | 14.9 | 9.5 | 0.7
Cc1ccc(S(=O)(=O)Nc2nc3ccccc3nc2NCc2ccc3c(c2)OCO3)cc1C | 2.5 | 0.4 | 3.8 | 6.0 | 2.4 | -1.1 | 2.1 | -2.1 | 4.8
S=C(Nc1cccnc1)Nc1ccccc1Br | -2.4 | -8.1 | 6.3 | -4.5 | 3.9 | -0.6 | 2.5 | -1.5 | -2.3
Cc1ccc(OCC(=O)Nc2cccc(S(=O)(=O)N3CCCCCC3)c2)cc1C | -16.4 | -34.4 | -10.8 | -11.0 | -11.6 | -1.0 | -29.5 | -5.0 | -7.1
Cc1nn(-c2ccccc2)c(C)c1/C=C/C(=O)OCC(=O)Nc1ccc(S(N)(=O)=O)cc1 | -8.8 | -9.7 | -24.1 | . | 2.6 | -1.2 | -7.0 | -1.0 | -2.4
Cc1ccc(OC(=O)CCC(=O)Nc2ccc(S(=O)(=O)Nc3cc(C)on3)cc2)cc1 | -0.6 | -6.5 | 3.9 | 1.5 | 1.2 | -2.5 | -4.5 | 7.7 | 5.7
Cn1ccnc1C(O)c1ccco1 (configuration not stated) | 3.6 | 1.8 | 0.7 | 1.8 | 10.4 | 4.2 | 4.2 | 11.2 | -4.2
CN(C)C(=O)c1cn(-c2ccccc2)nc1-c1cccc([N+](=O)[O-])c1 | 3.3 | -2.4 | 3.1 | 5.4 | 4.0 | -5.0 | 1.6 | -1.2 | 2.4
OC(COC(c1ccccc1)c1ccccc1)CN1CCCCC1 (configuration not stated) | -3.7 | 0.5 | -4.2 | 3.3 | -8.0 | 3.2 | -9.3 | -4.4 | -1.6
CC(=O)c1ccccc1NC(=O)COC(=O)CCC1CCCC1 | . | . | 22.9 | . | 10.1 | 0.6 | . | 17.8 | 8.8
O=C(CSc1nc2ccccc2s1)NC1CCCc2ccccc21 (configuration not stated) | -2.2 | 3.2 | 1.2 | -6.9 | 5.1 | 7.5 | 11.1 | -4.7 | 5.2
COc1ccc(/C=C2\CN(Cc3ccccc3)C/C(=C\c3ccc(OC)cc3)C2=O)cc1 | -4.0 | -3.4 | -1.9 | -1.2 | 3.6 | -1.0 | 6.7 | 4.0 | 2.4
Cc1nc2ccccc2cc1C(=O)N/N=C/c1ccccc1[N+](=O)[O-] | 0.9 | 3.7 | 2.9 | 6.3 | 3.5 | -3.0 | 6.9 | 1.1 | 5.9
CCOc1ccc(Oc2ccccc2NC(=O)CCNC(C)=O)cc1 | 4.5 | 2.6 | -12.7 | 2.3 | 3.6 | 0.0 | -1.1 | 3.0 | 3.5
CCOC(=O)N1CCN(c2ccncc2S(=O)(=O)N2CCCCC2)CC1 | 3.0 | -2.7 | -1.8 | -2.3 | 6.6 | -0.2 | 6.4 | 3.7 | 0.2
CC(C)Oc1ccc(C(=O)Nc2cc(=O)n(C)c(=O)n2C)cc1 | -2.7 | -4.5 | -2.9 | 1.4 | 12.5 | -1.9 | -3.0 | -5.0 | 2.3
COc1cc(/C=C/C(=O)N2CCCC2)cc(OC)c1OC | -1.0 | -4.8 | 0.4 | 1.3 | 5.3 | -1.6 | -2.2 | 1.9 | 0.4
COc1ccc(C=C(C#N)C#N)c(CSc2ccccn2)c1 | -4.9 | -1.6 | 4.8 | 5.5 | 9.8 | 3.2 | 3.1 | 1.9 | -1.0
CNS(=O)(=O)c1cccc(C(=O)NNC(=O)CN(C)S(=O)(=O)c2ccc(Cl)cc2)c1 | -0.5 | 4.3 | -0.7 | 1.5 | 0.7 | 3.2 | 17.0 | 2.3 | 10.4
O=C(CN1CCC(C(=O)c2ccc3c(c2)OCCO3)CC1)Nc1ccccc1C(F)(F)F | -2.0 | 2.4 | -2.6 | -0.1 | 5.7 | 1.1 | 6.0 | 7.6 | 3.0
c1ccc(-c2ccc(OCCCNC3CCCC3)cc2)cc1 | -4.0 | -3.3 | . | -17.0 | . | -4.6 | -4.2 | -3.0 | .
CC(=O)Oc1ccc(C2C3=C(CC(C)(C)CC3=O)Nc3cc4c(cc32)OCCO4)cc1 (configuration not stated) | 0.0 | 2.6 | 5.4 | -5.6 | -8.6 | -0.1 | 1.5 | 3.1 | 0.4
C#CCCOC(=O)N1C2=NC(C(=O)OC)=C(C(=O)OC)[C@@H]3N(CC=C)c4ccccc4[C@]23C[C@H]1C(=O)OC | 1.6 | -5.3 | 5.2 | 11.4 | 0.6 | -3.5 | -4.2 | -1.7 | 0.4
CCN(CC)c1ncnc2ccc(Br)cc12 | -1.8 | -4.9 | -2.7 | -8.0 | 11.2 | -1.7 | 3.8 | -4.3 | 4.1
O=c1c(-c2ccccc2)c(O)c2c(n1-c1ccccc1)CCCC2 | 1.6 | 1.7 | -0.7 | 3.8 | 4.7 | 4.4 | 6.7 | -2.8 | 2.0
CCNC(=O)NC(=O)COC(=O)CCc1nc(=O)c2ccccc2n1C | 6.3 | 8.2 | 2.9 | -11.1 | 0.7 | -2.1 | 3.4 | 3.5 | 4.9
CC(=O)N/C(=N/c1nc(C)cc(C)n1)Nc1ccc(NC(C)=O)cc1 | -3.4 | -1.7 | 3.5 | -2.5 | 5.2 | 1.9 | -0.5 | 2.9 | -0.8
